Tb PYK inh: qHTS of Trypanosoma Brucei Inhibitors | pyruvate kinase (Trypanosoma brucei), Q57TT1 | TbPYK enzyme, Kinase-Glo Plus ATP luminescence, 45 min | Potency, µM (highest dose often 76.8 µM), for inactives: at the top dose activity, negative = inhibition, usual class: inhibitors | 410,000 compounds, 0.12% hits; further: nearly all actives have a fitted effect of over 50% in size
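Screened from lowest to highest concentration, compounds were pinned into TbPYK/substrate mixtures, and ADP (130 uM final) was added. Plates sat at room temperature for 45 min prior to Kinase-Glo Plus detection by luminescence.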
AMA1-RON2 inh: qHTS for Inhibitors of AMA1-RON; Towards Development of Antimalarial Drug Lead: Primary Screen; 360,000 compounds, 0.2% hits; Potency, µM (top dose mostly 58.2 µM), for inactives: top-dose activity change, negative = inhibition, usual class: inhibitors; Plasmodium falciparum AMA1 (3D7) - RON2 peptide interaction; AlphaScreen AMA1-biotinylated RON2 peptide binding;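 further: 0% = vehicle wells and -100% = peptide control; nearly all actives have a fitted effect of over 45% in size; some results filed as inactive show a strong effect at the top dose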
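AMA1 (3D7) with his tag at 25 nM final met compounds first, then biotinylated RON2 peptide at 25 nM; detection used donor plus acceptor beads, 10 µg/mL apiece, read by AlphaScreen after 30 min at room temperature.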
An asterisk follows results filed as active; ? = inconclusive; & = joins results of further samples; [ ] = another dose, or the depositor's remark. The call rests on the fitted dose curve; in most records, active means well fitted curve in the direction sought with a large enough effect; inconclusive means small, poorly fitted or top-dose-only effect, or another doubt; inactive means no such curve, though single readings can be large; an effect the other way counts as inactive or inconclusive. Unless noted, on the % scale 0 is the no-effect control and ±100 the full control effect; potency means the concentration at half of the fitted maximal effect.

item	canonical_smiles	Tb PYK inh	AMA1-RON2 inh
1	COCC(=O)N1C[C@H]2CON(C)[C@H]2C[C@H]1c1cccc(-c2ccccc2OC)c1	4%	13%
2	O=C(COC(=O)c1ccc(Cl)c(S(=O)(=O)N2CCCC2)c1)NCc1ccccc1	2%	-6%
3	CC(C)C[C@H]1CNC(=S)N1C[C@H]1CCCN1C[C@H](Cc1ccc(O)cc1)N1C[C@H](Cc2ccccc2)N(CC2CCCCCC2)C1=S	2%	9%
4	CCOC(=O)Nc1cc(N)ncn1	-2%	18%
5	C=CCC[C@H](Cc1ccc(F)cc1)C(=O)OC[C@@H](NC(=O)[C@@H](CC=C)CC(=O)N[C@H](CO)Cc1ccccc1)C(C)(C)C	1%	-7%
6	O=C1/C(=C/c2ccccc2)CCc2ccc(Cl)nc21	-8%	-4%
7	CC(=O)n1c(=O)oc2ccccc21	0%	3%
8	COCCNc1nc(Oc2ccc(CC(=O)OC)cc2)c2sc(-c3ccccc3)cc2n1	-7%	1%
9	Cc1ccc(S(=O)(=O)N2C[C@H]3N(C(=O)OC(C)C)N(C(=O)OC(C)C)C[C@H](OC(=O)NCc4ccccc4F)[C@@]3(O)C2)cc1	1%	-7%
10	F[B-](F)(F)c1cncc2ccccc12	-6%	0%
11	CC(O)(c1cccc(F)c1)c1nc(-c2cc(F)cc(F)c2)cs1 (stereo not given)	0%	30%[activator]
12	CC(C)NC(=O)Nc1cccc2c1O[C@H](CN(C)C(=O)NC1CCCCC1)[C@H](C)CN([C@H](C)CO)C2=O	-5%	0%
13	Cc1ccc(S(=O)(=O)N(C)C[C@H]2Oc3ccc(NC(=O)Nc4c(C)noc4C)cc3CC(=O)N([C@@H](C)CO)C[C@@H]2C)cc1	-3%	8%
14	N#Cc1ccccc1S(=O)(=O)N1CCN(c2nc(-c3ccccc3)nc3ccccc23)CC1	-6%	-6%
15	Cc1cc(C)c2c3c(cn2n1)c(=O)n(C)c(=O)n3C	-1%	11%
16	COC(=O)C=CC(=NNc1ccccc1)c1ccccc1	1%	-6%
17	CC1(C(=O)NS(=O)(=O)c2ccc(Cl)s2)CCN1C(=O)Cc1ccc(Cl)cc1Cl (stereo not given)	1%	-5%
18	COc1cc(OC)c2c(-c3ccccc3)cc(C3CCCCC3)nc2c1	2%	10%
19	COc1cc(-c2cc(NC=O)c3ncc(-c4ccccc4)n3c2)cc(OC)c1OC	0%	30%
20	O=C(O)c1ccsc1Cc1cccs1	-2%	-1%
21	COc1ccc(-c2nnc(SCC(=O)N(C)C3CCS(=O)(=O)C3)n2CC(C)C)cc1 (stereo not given)	-8%	7%
22	CC(=O)Nc1ccc(C=NNC(=O)CCCC(=O)NN=Cc2ccc(NC(C)=O)cc2)cc1	1%	11%
23	Cc1ccc(C(=O)N2CCN(c3ccc(C(F)(F)F)cn3)CC2)o1	-4%	-2%[11.6 µM]
24	CC(C)C[C@@H](CN1CCC[C@H]1CN1C(=O)C(=O)NC[C@@H]1Cc1ccc(O)cc1)N1C[C@H](Cc2ccc(O)cc2)N(CC2CCCCC2)C(=O)C1=O	1%	0%
25	COc1ccc(Cl)cc1-c1cc(C(=O)NCc2cccc(Cl)c2)[nH]n1	6%	14%
26	CCOC(=O)C1(C)CCCN1C(=O)c1ccc(OC)c(F)c1 (stereo not given)	-10%	32%[activator]
27	C#CCN(C[C@@H]1[C@@H](OC(=O)NCC2CCCCC2)[C@@H](OC(=O)NCC2CCCCC2)CN(C(=O)OC(C)C)N1C(=O)OC(C)C)S(=O)(=O)c1ccc(C)cc1	-6%	4%
28	c1ccc(COc2ncnc3c2ncn3CCCN2CCN(c3ccccn3)CC2)cc1	0%	-3%
29	C[C@H](CO)N1C[C@H](C)[C@@H](CN(C)Cc2ccncc2)Oc2c(NC(=O)c3ccncc3)cccc2C1=O	0%	4%
30	CCOC(=O)c1cn(C2CC2)c2c(F)c(NCCCN(C)C)c(F)cc2c1=O	-2%	6%
31	O=C1NC(Cc2ccc(O)cc2)c2nc3cc(F)c(F)cc3c(=O)n2-c2cc3ccccc3cc21 (stereo not given)	-1%	14%
32	CCN(CC)C1CCN(C(=O)c2ccc(OC3CCN(C(=O)CCOC)CC3)cc2)C1 (stereo not given)	12%	12%
33	OC(c1ccc(Cl)cc1)c1ncc(-c2ccc(Oc3ccccc3)cc2)[nH]1 (stereo not given)	1%	9%
34	Cc1ccc(OCc2cc(C(=O)N3CCCC(C)C3)no2)cn1 (stereo not given)	2%	-8%
35	CCOC(=O)C1(C)CCCN1C(=O)c1ccc(OC)c(OC)c1 (stereo not given)	4%	-2%
36	Cc1ccc(S(=O)(=O)N2CCCCC2)cc1C(=O)NCc1ccc(S(N)(=O)=O)cc1	-6%	-8%
37	CC(=O)NC(c1cccc([N+](=O)[O-])c1)c1c(OC(C)=O)ccc2ccccc12 (stereo not given)	7%	30%[activator]
38	COc1ccc(S(=O)(=O)N2CCOCC2)cc1NC(=O)C1CCCCN1S(=O)(=O)c1ccccc1 (stereo not given)	-2%	4%
39	CCN1C[C@@H]2[C@@H]3C(=O)N(C)C(=O)[C@@H]3[C@](CC)(C1=O)N2C(=O)c1ccc(F)cc1	-2%	3%
40	N#Cc1ccc(C(=O)NC(=S)N2CCN(C=O)CC2)cc1	3%	101%[activator]
41	O=C(NC(c1ccccc1)c1ccsc1)C1CCN(Cc2ccc(Oc3ccccc3)cc2)CC1 (stereo not given)	4%	-29%
42	O=c1cc(NC2CCCCC2)[nH]c(=O)[nH]1	0%	-9%
43	CSc1nc2c(=S)[nH]c(=S)[nH]c2s1	-6%	102%[activator]
44	CCOC(=O)C1=CCN(S(=O)(=O)c2ccccc2Br)C1c1ccc(F)cc1 (stereo not given)	0%	11%
45	CCOC(=O)N1CCN(C(=O)C[C@@H]2C[C@@]3(C(=O)OCC)CCC=C3N(CCC3=CCCCC3)C2=O)CC1	-5%	2%
46	CC1=CC(c2ccccc2)n2nc(N)nc2N1 (stereo not given)	6%	16%
47	c1cc2c(cc1N1CCOCC1)CNCc1cnnn1-2	-2%	10%
48	CS(=O)(=O)c1ccc(C2=C(CNC(=O)c3cccnc3)[C@H]3CC[C@@H](C2)N3Cc2ccco2)cc1	-12%	2%
49	CC(C)(C)C(=O)N1CCN(c2ccc3c(c2)C2CC3CCN2C(=O)OCc2ccccc2)CC1 (stereo not given)	0%	-1%
50	COC(=O)c1ccc2cc(OC)c(OC)cc2c1	-5%	0%
51	c1ccc(-c2nnc3nc(N4CCCCC4)nc(N4CCCCC4)n23)cc1	1%	-1%
52	CCCCNC(=O)C1c2ccccc2OCC(=O)N1CCc1c[nH]c2ccccc12 (stereo not given)	2%	4%
53	O=[N+]([O-])c1cccc(N=Cc2ccccc2)c1	3%	-2%
54	O=C(O)c1ccc(/C=N\Nc2ccccn2)cc1	?	11%
55	O=C(OCc1ccccc1)N1C[C@H](O)[C@H](O)C[C@@H]1c1c(Cl)cccc1Br	7%	-2%
56	COc1ccc(-c2c(C3=CCCCC3)oc3ccc(-c4ccc5c(c4)OCO5)cc23)cn1	1%	-2%
57	CC(=O)Nc1ccc2c(c1)Cc1ccc(Cl)cc1-2	4%	27%
58	O=C(Nc1ccc(Cl)cn1)c1ccccc1-c1ccccc1	1%	-14%
59	COC(=O)c1c(N)[nH]c(C(=O)c2ccccc2)c1-c1ccccc1Br	-2%	28%
60	O=C1C[C@@H]2c3c(cccc3CN1Cc1ccccc1Br)C[C@@H](O)[C@H]2O	4%	6%

Continuation.
item	canonical_smiles	Tb PYK inh	AMA1-RON2 inh
61	CCN(N=O)c1ccc(C=C2C=Cc3ccccc32)cc1	-7%	?
62	CCOc1ccc(S(=O)(=O)N2CCCCC2)cc1NC(=O)C1CCCC1	0%	-3%
63	CCCCCCN1CCN(C2CN(Cc3cn(Cc4ccccc4)nn3)S(=O)(=O)C2)CC1 (stereo not given)	3%	2%
64	CN(C)c1ccc2c(c1)C(=NO)c1ccccc1-2	-8%	25µM*
65	O=C(NCC1CC1)c1ccc2sc([C@@H]3O[C@H](CO)[C@H](O)[C@H](O)[C@H]3O)nc2c1	-7%	-3%
66	O=C(CCC(=O)c1ccccc1)Nc1ccccc1	7%	-9%
67	COc1ccc(C(=O)N2CCC(C)(C(=O)O)C2)c(OC)c1 (stereo not given)	8%	-3%
68	Cn1cccc1C(=O)OCC(=O)Nc1sccc1C#N	0%	-15%
69	COCCn1c(=S)[nH]c2cc(C(=O)NC3CCCCCC3)ccc2c1=O	-13%	93%[activator]
70	COc1cc(-c2noc(C)c2C(=O)NCCCN2CCCC2=O)cc(OC)c1OC	0%	24%
71	COc1ccc(C(O)c2ncc(-c3ccccc3Cl)[nH]2)cc1F (stereo not given)	-18%	0%
72	CCOC(=O)c1cc([N+](=O)[O-])cc([N+](=O)[O-])c1Sc1ncnc2nc[nH]c12	-28%	31%[activator]
73	Nc1ccc(N=Nc2ccccc2)cc1[N+](=O)[O-]	4%	?
74	CCOc1ccccc1N(CC(=O)NCCc1ccc(OC)cc1)S(=O)(=O)c1ccc(C)cc1	1%	9%
75	CC(C)NC(=O)N(C)C[C@H]1OCc2cnnn2CCCC(=O)N([C@H](C)CO)C[C@H]1C	4%	10%

Copied from above: nos. 74 to 75
item	canonical_smiles	Tb PYK inh	AMA1-RON2 inh
74	CCOc1ccccc1N(CC(=O)NCCc1ccc(OC)cc1)S(=O)(=O)c1ccc(C)cc1	1%	9%
75	CC(C)NC(=O)N(C)C[C@H]1OCc2cnnn2CCCC(=O)N([C@H](C)CO)C[C@H]1C	4%	10%

(next part)
item	canonical_smiles	Tb PYK inh	AMA1-RON2 inh
76	Cc1ccc(C(=O)OCC(=O)NC(C)c2ccccc2)s1 (stereo not given)	3%	-7%
77	O=C(NC(Cc1c[nH]c2ccccc12)C(=O)O)c1cccc(S(=O)(=O)N2CCCCC2)c1 (stereo not given)	-1%	0%
78	CCC(C(=O)NC1CCCCCC1)c1ccccc1 (stereo not given)	-4%	-1%
79	CCOC(=O)CC1c2ccccc2-n2nncc2CN1CC1CCCCC1 (stereo not given)	10%	7%
80	Cc1ccc(-c2nc3cc(C)c(Br)c(C)n3c2CC(C)(C)C)cc1	5%	-19%
81	CCOc1cc(C(=S)N2CCN(C)CC2)ccc1OCC(=O)N1CCCC1	3%	-4%
82	COc1ccc(S(=O)(=O)N2CCN(Cc3ccccc3[N+](=O)[O-])CC2)cc1	7%	-21%
83	CCCCC(=O)Nc1ccc(N2CCCC2)cc1	-4%	-17%
84	CN(C)C(=O)CCc1ccc2c3c([nH]c2c1)[C@]1(C)[C@@H](C(=O)N2CCCCC2)C[C@H](CC(=O)NCc2cccc(C(F)(F)F)c2)C(=O)N1CC3	0%	-9%
85	Cc1cc(C(=O)COC(=O)C23CC4CC(CC(O)(C4)C2)C3)c(C)n1C	1%	-6%
86	C[C@@H]1CN([C@@H](C)CO)S(=O)(=O)c2ccc(Br)cc2O[C@H]1CN(C)Cc1ccncc1	2%	11%
87	COc1ccc(C=Cc2ccc3ccccc3n2)c(OC)c1	-20%	75%[activator]
88	O=C1NCCN(CC2CCN(CC3CCCC3)CC2)C1=O	-10%	-3%
89	COc1ccc(CNC(=O)CC2C[C@H](C(=O)N(C(C)C)C(C)C)[C@@]3(C)c4[nH]c5ccccc5c4CCN3C2=O)cc1OC (stereo not given in full)	6%	-10%
90	O=C(OC1C2C=CC1C1C(=O)NC21)c1ccccc1 (stereo not given)	1%	-16%

Screen by screen, quoted from above.
Tb PYK inh for entries 70 to 80: 0%, -18%, -28%, 4%, 1%, 4%, 3%, -1%, -4%, 10%, 5%

(listing goes on)
item	canonical_smiles	Tb PYK inh	AMA1-RON2 inh
91	C[C@H](CO)N1C[C@H](C)[C@H](CN(C)C(=O)c2ccccc2F)Oc2ncc(Br)cc2C1=O	9%	9%
92	N[C@@H](Cn1oc(=O)[nH]c1=O)C(=O)O	0%	5%
93	CC(=O)C(C(c1ccccc1)N1CCOCC1)N1CCOCC1 (stereo not given)	5%	73%[activator]
94	CCN1CCCC1CNC(=O)c1cc(S(N)(=O)=O)ccc1OC (stereo not given)	-5%	-6%
95	O=c1c2ccccc2sn1-c1ccc(S(=O)(=O)N2CCCCC2)cc1	?	-1%
96	CON(C)S(=O)(=O)c1cccc(C(=O)Nc2cccc(S(=O)(=O)NC3=NCCCCC3)c2)c1	1%	-8%
97	CCNC(=O)C1(C)CCN(C(=O)c2ccccc2OC(F)(F)F)C1 (stereo not given)	-6%	34%[activator]
98	CNC(=O)c1ccsc1NC(=O)CS(=O)(=O)c1ccc(F)cc1	-4%	7%
99	CC(C)c1cccc(-c2ccc3c(c2)S(=O)(=O)c2cccc(C(=O)NCc4ccccc4)c2C3=O)c1	0%	2%
100	COC(=O)c1ccc(CSc2nc3c(c(=O)[nH]2)CCC3)cc1	4%&1%	-1%
101	N#Cc1ccsc1NC(=O)COC(=O)CCS(=O)(=O)c1ccccc1	3%	19%

Entries of single compounds as entered above. Order of screens: Tb PYK inh, AMA1-RON2 inh
CCNC(=O)C1(C)CCN(C(=O)c2ccccc2OC(F)(F)F)C1 (stereo not given) is listed as -6%, 34%[activator]
O=c1c2ccccc2sn1-c1ccc(S(=O)(=O)N2CCCCC2)cc1 is listed as ?, -1%

High-throughput results as filed in PubChem BioAssay.

This is a subset; the hit share may differ from the screen's.
